Bioassay records as filed in PubChem BioAssay.
INS-1E GSIS act: GLuc luminescence reporter in INS-1E cells, primary screen for activators of glucose-dependent secretion of insulin; INS-1E GLuc reporter insulin secretion, 2-3 h; activation, % at 16.6 µM; 370,000 compounds, 0.61% hits; AID 743287;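 active = lowest replicate activation of at least 40%, so every replicate reaches that level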;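 note: 0% = median of neutral control wells and 100% = median of IBMX positive control wells; some compounds called inactive have numbers as strong as hits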
RAD54 inh: RAD54 (human) branch migration inhibition; AID 602329; RAD54 Holliday junction branch migration, FAM/BHQ fluorescence; inhibition, % at 10.4 µM; Q92698; 360,000 compounds, 0.14% hits;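 active = mean normalized replicate activity at least 40 and at least half of replicates scoring 40 or more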;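 note: 0% = median of neutral control wells and 100% = median of positive control wells; inhibitors cause a drop in the FAM fluorescence signal; in these data hits start at about 50%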
Target sequence (Q92698 whole entry, looked up): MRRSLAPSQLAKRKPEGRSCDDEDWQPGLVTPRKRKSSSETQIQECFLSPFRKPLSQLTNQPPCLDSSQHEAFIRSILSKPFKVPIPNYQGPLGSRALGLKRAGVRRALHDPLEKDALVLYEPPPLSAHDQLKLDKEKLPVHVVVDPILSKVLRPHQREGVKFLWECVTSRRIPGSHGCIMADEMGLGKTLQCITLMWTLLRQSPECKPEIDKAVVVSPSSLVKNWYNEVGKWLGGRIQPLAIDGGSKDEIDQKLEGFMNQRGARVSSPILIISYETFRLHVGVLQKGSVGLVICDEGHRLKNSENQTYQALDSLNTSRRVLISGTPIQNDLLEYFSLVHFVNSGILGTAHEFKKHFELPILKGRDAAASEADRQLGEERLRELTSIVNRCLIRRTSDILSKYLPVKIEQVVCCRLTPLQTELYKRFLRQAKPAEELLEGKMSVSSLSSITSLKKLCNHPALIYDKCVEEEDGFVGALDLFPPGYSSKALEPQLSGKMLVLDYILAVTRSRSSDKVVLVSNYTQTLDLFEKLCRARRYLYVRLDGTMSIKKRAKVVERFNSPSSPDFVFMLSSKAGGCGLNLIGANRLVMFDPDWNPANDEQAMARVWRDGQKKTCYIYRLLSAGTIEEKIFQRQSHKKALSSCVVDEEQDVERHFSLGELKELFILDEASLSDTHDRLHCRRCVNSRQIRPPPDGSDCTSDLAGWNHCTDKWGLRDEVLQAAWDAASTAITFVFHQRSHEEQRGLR
ARNT-TACC3 inh: disrupts binding between human ARNT and TACC3; 390,000 compounds, 0.66% hits; AlphaScreen His-ARNT PAS-B/GST-TACC3 binding, luminescence; TACC3 fragment carries E629A point mutation; inhibition, % at 9.99 µM;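 active = mean inhibition of replicates at least 50% and at least half of replicates each reaching 50%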;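 note: 0% = complete ARNT plus TACC3 wells and 100% = ARNT alone without TACC3; many hits fall short of the cut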
esBAF inh: inhibitors of esBAF chromatin remodeling in mouse ES cells; Bmi1-luciferase knock-in reporter, 24 h; 100% = twice the neutral-well signal; reporter increase, % at 12.5 µM; 350,000 compounds, 2% hits; in the data active = activation above about 40%;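 note: 0% = median of the plate's neutral control wells and 100% = double that signal; a rise in the Bmi1 reporter signal indicates esBAF inhibition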
RAD52 inh: inhibitors of human RAD52 DNA annealing; AID 651710; P43351; 360,000 compounds, 0.46% hits; recombinant RAD52 DNA annealing, FRET fluorescence; inhibition, % at 18.7 µM;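 active = every replicate showing at least 50% inhibition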
F508del corr: CFTR F508del correction in bronchial cells; activity (quench increase), % at 7.58 µM; 350,000 compounds, 0.36% hits; CFBE cells, YFP halide quenching; stimulated with forskolin plus potentiator P3; % fluorescence drop versus neutral controls;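 active = mean added fluorescence quench of at least 8% versus neutral control, with both replicates also reaching 8%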;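 note: cells transiently co-express mutant CFTR-F508del with the halide-sensitive YFP; corrector assay measuring rescue of mutant channel to the surface after 24 h compound exposure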
ERAP1 inh: blocks human ERAP1 aminopeptidase activity | 340,000 compounds, 0.15% hits | recombinant ERAP1, Leu-AMC fluorescence, 60 min | inhibition, % at 10.7 µM;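 active = mean replicate inhibition of at least 30%, or all replicates individually reaching that 30% level; inactive = mean below 30% and not every replicate reaching it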;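 note: 0% = neutral control wells and 100% = L-leucinethiol positive control wells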
XiGFP reactiv: X-chromosome reactivation activator; 360,000 compounds, 0.055% hits; XiGFP mouse fibroblasts, % GFP-positive cells imaging, 3 d; cells co-treated with 5-aza-dC sensitizer; scaled so ellipticine positive control = 100%; activation, % at 7.58 µM;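 active = mean normalized replicate activation at least 10% and every replicate at or above 10%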;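 note: 0% = median of on-plate neutral control wells and 100% = ellipticine 6 µM median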
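Material: XiGFP fibroblasts, SV40-immortalized. Buffer or medium: DMEM plus 5-aza-dC sensitizer. Compound: single concentration per compound, delivered by pin transfer. Times: 3 days compound exposure. Controls: ellipticine 6 µM.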
Active calls of the source: *; x = no result given; & = joins results of further samples.

SMILES	INS-1E GSIS act	RAD54 inh	ARNT-TACC3 inh	esBAF inh	RAD52 inh	F508del corr	ERAP1 inh	XiGFP reactiv
O=C(NCc1ccco1)C1CCN(C(=O)c2ccc(Cl)cc2)CC1	x	6	-39	-2	-8	-0.8	-5	0.0
CC(=O)NC1=NN(C(C)=O)C(C)(c2cccnc2)S1 (centres undefined)	10	3	-4	-3	-13	-4.5	-2	-0.2
CC(C)NC(=O)N(C)C[C@@H]1Oc2c(NC(=O)CCCCCC(=O)Nc3ccccc3N)cccc2C(=O)N([C@H](C)CO)C[C@H]1C	6	x	x	x	9	-1.0	-1	-0.1
COc1cc(NC2c3ncccc3C(=O)N2Cc2ccco2)cc(OC)c1 (centres undefined)	19	-23	-13	-7	-19	x	3	x
CCOC(=O)c1ccc[n+]([O-])c1	-11	4	-2	-3	-7	0.4	1	-0.1
C[C@H]1CN([C@@H](C)CO)C(=O)c2cc(NS(=O)(=O)c3ccc(F)cc3)ccc2O[C@H]1CN(C)CC1CC1	42	-4	-13	-2	7	-1.0	-1	-1.1
CO[C@H]1CN(C)C(=O)c2ccc(NC(=O)C3CCCC3)cc2OC[C@H](C)N(S(C)(=O)=O)C[C@H]1C	1	-13	12	5	2	-3.4	0	0.3
COc1ccc2c(c1C)CCC(C)(C#N)C2=O (centres undefined)	16	-5	-1	2	-12	-1.0	2	0.1
COc1ccc2cc(CCN3C(=O)c4ccccc4C3=O)c(=O)[nH]c2c1	-9	-5	-15	1	-10	-2.1	4	0.1
CC(C)Oc1ccc(C(=O)Nc2ccc(Cl)c(S(=O)(=O)Nc3ccc(Cl)cc3)c2)cc1	-3	1	0	x	x	x	x	0.3
COc1ccc(-c2c(C(=O)c3ccc(Br)cc3)[nH]c(N)c2C(=O)NCCc2c[nH]c3ccccc23)cc1OC	-25	x	x	x	7	1.8	-1	0.3
CCN(CC)CCN(C(=O)CCOc1ccccc1)c1nc2c(F)cc(F)cc2s1	5	1	-2	-4	0	0.8	3	0.0
O=C(C[C@@H]1CC[C@@H]2[C@H](COC[C@@H](O)CN2CC2CCOCC2)O1)NCC1CC1	4	-9	-13	0	-5	1.7	1	0.2
OCC1(CCc2ccccc2)CCN(C/C=C/c2ccccc2)CC1	-11	4	3	-2	-6	1.3	-2	-0.1
C[C@@H]1CN([C@H](C)CO)C(=O)c2cc(NS(=O)(=O)c3cn(C)cn3)ccc2O[C@H]1CN(C)Cc1ccc(C(=O)O)cc1	-10	5	-9	3	-13	-2.0	-4	0.0
CC(C(=O)O)c1ccc(CC2CCCC2=O)cc1 (centres undefined)	5	-13	1	1	3	1.3	1	-0.1
Cc1nn(CC(=O)OCC(=O)NCCc2ccc(F)cc2)c(C)c1[N+](=O)[O-]	-6	10	0	2	-15	1.2	5	0.0
Cc1cccc(NC(=O)c2cnc3sccn3c2=O)n1	10	14	-6	6	-24	3.2	3	0.0
COc1ccc(-c2sc(C(=O)c3ccc(Cl)cc3Cl)cc2CC(=O)O)cc1	-13	1	-8	-2	-8	-2.9	-6	0.0
O=C(C[C@H]1CC[C@H](NC(=O)c2cccc(F)c2)[C@@H](CO)O1)NCc1ccc(Oc2ccccc2)cc1	9	-3	6	-6	-9	-1.5	3	0.9
COc1ccc(C#Cc2ccc([C@H]3[C@@H](CO)N4C(=O)CN(C(=O)c5ccccc5)C[C@H]34)cc2)cc1	-16	x	x	x	-24	4.6	-2	0.0
Clc1ccc(C2=NCCN2)cc1	-1	x	-3	x	-14	-3.5	0	0.3
COc1cccc(CN(C)C[C@@H]2OCc3cn(nn3)CCCC(=O)N([C@H](C)CO)C[C@H]2C)c1	0	5	-9	-5	0	0.8	1	-0.2
CCOC(=O)Cn1c(=O)oc2cc(S(=O)(=O)N3CCC(N4CCCCC4)CC3)ccc21	10	-9	-2	-3	-23	0.1	0	0.2
COc1cc(CO)c(OC)c([N+](=O)[O-])c1	9	3	-4	4	-7	-1.3	1	0.1
CCCNC(=O)N1CC2(CCN(CC3CCCCC3)CC2)c2c([nH]c3cc(OC)ccc23)[C@H]1CO	-2	x	x	x	18	-2.1	-3	-0.1
CN1C(=O)c2cc(NC(=O)c3ccc4c(c3)OCO4)ccc2OC[C@H]2O[C@H](CC(=O)O)CC[C@@H]21	0	5	1	-2	-4	-0.9	x	0.2
O=C(Nc1nnc(C2=COCCO2)o1)c1ccc([N+](=O)[O-])s1	2	21	33	-2	-10	5.0	4	-0.1
C[C@@H]1CN([C@@H](C)CO)C(=O)c2cc(NS(=O)(=O)c3ccc(Cl)cc3)ccc2O[C@@H](C)CCCCO[C@H]1CN(C)CC1CC1	-14	3	4	-2	8	2.6	1	0.5
C[C@H]1CN([C@@H](C)CO)C(=O)c2cc(NC(=O)c3ccncc3)ccc2O[C@H]1CN(C)C(=O)Nc1ccc2c(c1)OCO2	23	4	3	33	-6	0.0	-1	0.1
COc1ccc(CCC(=O)Nc2ccc(S(=O)(=O)N3CCOCC3)cc2)cc1	-14	0	-5	-2	-17	3.8	0	0.0
CCn1nc(NC(=O)Cc2ccc(OC)cc2)c2cc3cc(C)ccc3nc21	-9	-2	-4	x	-22	4.7	-5	0.2
COc1ccc2c(c1)c(C(=O)N/N=C/c1ccccc1Cl)c(C)n2C	0	x	5	-1	-5	2.2	1	0.1
Cc1ccc(S(=O)(=O)N2[C@@H](c3ccc(Cl)cc3)C(C(=O)OC(C)(C)C)=CC[C@H]2c2ccc(Cl)c(Cl)c2)cc1	2	8	x	-7	12	-6.7	1	-0.2
C[C@H]1CN([C@@H](C)CO)S(=O)(=O)c2ccc(-c3cccc(C#N)c3)cc2O[C@@H]1CN(C)Cc1cccc(F)c1	12	-2	-7	-9	-3	2.9	7	-0.9
O=C(C[n+]1cc(-c2ccc(F)cc2)n2c1CCC2)Nc1nc(-c2ccccc2)cs1	-4	5	10	x	x	x	x	0.0
C[C@H]1CN([C@@H](C)CO)S(=O)(=O)c2ccc(C3=CCCC3)cc2O[C@H]1CN(C)C(=O)c1ccccn1	21	0	1	6	-21	1.8	-4	-0.2
CC1CCN(C(=O)C2CCC(CNS(=O)(=O)c3ccc4c(c3)C(C)(C)C(=O)N4C)CC2)CC1 (centres undefined)	12	1	x	8	-9	-0.4	1	0.0
O=C(NNC(=O)c1cccc(S(=O)(=O)N2CCCCC2)c1)c1ccccc1	-6	-6	-4	3	-4	1.7	3	0.2
Cc1cc(/C=C2/NC(=O)NC2=O)c(C)n1-c1ccccn1	9	2	-1	-14	x	x	x	0.0
CCOC(=O)Cc1csc(SCC(=O)NC2CCCC2)n1	5	-3	-1	x	-8	3.4	-7	-0.1
COc1cc(S(=O)(=O)N2CCN(C(=O)c3cccs3)CC2)ccc1NC(C)=O	-4	1	x	3	-7	-1.2	-2	0.2
O=C(COC(=O)C1CC2CCCC(C1)C2=O)c1cccc(Br)c1 (centres undefined)	x	-7	-33	-5	-18	-3.3	-2	0.3
CC(C)(C)NC(=O)CN1C(=O)NC(c2ccccc2)(c2ccccc2)C1=O	-22	-2	-3	-9	-8	-0.6	2	0.0
COC(=O)c1cccc(Oc2nc3c(c(=O)n(C)c(=O)n3C)n2Cc2ccc(C)cc2)c1	x	4	-3	9	2	4.2	2	0.3
CCOC(=O)c1c(C)oc2ccc(OC(=O)c3cccs3)cc12	6	x	0	x	-12	x	4	0.2
COc1ccc(OC)c2c(=O)cc(C(=O)O)[nH]c12	-4	-2	x	-4	-4	-2.7	-3	-0.2
N#C[C@@H]1[C@H](c2ccccc2C2=CCCCC2)[C@H](CO)N1C(=O)c1cccc(F)c1	-7	x	x	x	-2	3.8	0	0.2
CCCCCCCN=C(C)c1ccccc1O	x	x	-5	x	-25	1.0	2	0.0
CCCC#Cc1ccc([C@H]2[C@H]3CN(C(=O)Nc4ccccc4F)CC(=O)N3[C@H]2CO)cc1	-5	x	x	x	-7	-0.8	4	0.5
O=C(Nc1ccccc1F)NC1CCCc2ccccc21 (centres undefined)	6	-3	-5	x	-7	0.4	1	0.7
O=C(NC1=NCCS1)c1cc(-c2ccc(F)cc2)nc2ccccc12	3	x	-1	x	1	x	2	-0.1
CS(=O)(=O)Nc1ccc(C(=O)Nc2ccc(S(=O)(=O)N3CCCCC3)cc2)cc1	2	-12	5	2	-19	0.1	-1	0.3
C[C@@H]1CN([C@@H](C)CO)C(=O)Cc2cc(NC(=O)Cc3cn(C)c4ccccc34)ccc2O[C@@H]1CN(C)S(=O)(=O)c1cccs1	-1	2	-33	9	-9	3.3	0	-0.1
O=C(Nc1ccccc1F)c1ccccc1C(=O)Nc1ccccc1F	-6	-9	x	-2	-11	-33	-4	0.1
COC(=O)CSc1nnc(COc2cccc3ccccc23)o1	-28	3	-3	-2	-15	-3.5	0	0.1
C[C@H](CO)N1C[C@H](C)[C@H](CN(C)Cc2ccncc2)Oc2cc(-c3ccccc3F)ccc2S1(=O)=O	-12&-3	-3&-2&-8	12&1	0&3&-5	15&15&28	4.2&-0.7&-0.8	2&-1&-1	-0.1
COc1ccccc1S(=O)(=O)N1C[C@@H]2N[C@H](C1)C2c1ccc(-c2ccncc2)cc1 (some centres undefined)	0	x	x	x	12	2.4	2	0.1
C[C@H]1CN([C@@H](C)CO)C(=O)c2cc(NC(=O)Nc3ccc(C(F)(F)F)cc3)ccc2O[C@H]1CN(C)S(=O)(=O)c1cn(C)cn1	6	8	-5	-4	-1	1.6	-1	0.1
COc1ccc2c(=O)c3c(=O)n(-c4ccccc4)c(-c4ccco4)nc3oc2c1	1	x	x	x	-23	-2.1	-2	0.5
C[C@H](CO)N1C[C@H](C)[C@@H](CN(C)C(=O)Nc2ccc(C(F)(F)F)cc2)Oc2ccc(NC(=O)Cn3cnnn3)cc2C1=O	-9&-5	2&9	4	1&-6	-3&-20	-0.2&-3.3	-3&-6	0.4&0.0
CC=Cc1ccc2n(c1=O)C[C@@H]1[C@@H](CO)[C@H](C(=O)NC3CCCC3)N[C@H]21 (mixture of isomers)	5	x	x	x	-18	-2.8	1	0.1
